Screening results as filed in PubChem BioAssay.
BL2 CD40 inh – CD40 pathway inhibition in BL2 cells; hit rate 0.94% among 83,000; inhibition, % at 10 µM; BL2 NF-kB luciferase reporter, CD40L-induced, 4 h;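 active means mean inhibition of at least 50% with a set share of replicates also reaching that level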;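 further: 0% = neutral control wells and 100% = IKK inhibitor VII at 50 µM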
* hit, by the source's call; & = joins results of further samples; [ ] = another dose, or the depositor's remark. The list is partial; the hit share may differ from the screen's.

SMILES	BL2 CD40 inh
CCn1c(=O)c2c(nc3n2CCCN3c2cccc(C)c2)n(C)c1=O	6
C/C=C/c1ccc([C@@H]2[C@@H](CN(C)C(=O)C3CC3)N(C(=O)CC)[C@H]2CO)cc1	-1
CCOCc1cc(C)[nH]c(=O)c1C#N	-9
O=C(CCn1c(=O)oc2ccccc21)N1CCN(C(c2ccccc2)c2ccccc2)CC1	11
Cn1c(=O)[nH]c(=O)c2c1nc(CN(Cc1ccccc1)Cc1ccccc1)n2CCN1CCOCC1	17
O=S(=O)(Cc1ccc(Cl)cc1)c1ncc(CO)n1Cc1ccccc1	15
CCCCN1CCCCC1(C)C(=O)NCc1cccs1 (stereo not drawn)	7
Cc1[nH]nc(N2CCCCCC2)c1[N+](=O)[O-]	5
CN1CCc2c(sc3c2C(=O)NC(c2ccco2)N3)C1 (stereo not drawn)	-9
Cc1ccc(OCC(=O)N2CCC(N3CC(C)CC(C)C3)CC2)cc1 (stereo not drawn)	4
O=C(C[C@H]1C[C@@H]2c3cc(NS(=O)(=O)c4ccccc4)ccc3O[C@@H]2[C@H](CO)O1)NC1CCCCC1	5
COC(=O)C[C@@H]1CC[C@H]2[C@@H](COC[C@H](O)CN2S(=O)(=O)c2cn(C)cn2)O1	3[25 µM]
CCCNC(=O)N1[C@H](C#N)[C@@H](c2ccccc2)[C@H]1CO	5
CCCn1c(=NC(=O)CS(=O)(=O)c2ccccc2)sc2cc(S(C)(=O)=O)ccc21	-6
CN(C)CCNC(=O)Cc1ncc(C(F)(F)F)cc1Cl	7
C[C@@H]1CCCCO[C@@H](CN(C)C(=O)c2ccncc2)[C@H](C)CN([C@@H](C)CO)C(=O)c2cc(NC(=O)CCC(F)(F)F)ccc2O1	-11[25 µM]
Cc1cc(=O)[nH]c(SCc2cccc3ccccc23)n1	4
Cc1ccc(OCC(=O)N2N=C(c3cccnc3)CC2(O)C(F)(F)F)cc1C (stereo not drawn)	0
CC(Oc1ccc(Cl)cc1C(N)=O)C(=O)N1CCc2ccccc21 (stereo not drawn)	2
CC(=O)c1ccc(NC(=O)C2CC(c3ccc(F)cc3)=NO2)cc1 (stereo not drawn)	-8
CCCNC(=O)[C@@H]1N[C@@H]2c3ccc(C4=CCCC4)c(=O)n3C[C@@H]2[C@H]1CO	3[25 µM]
CCN1[C@@H]2c3ccc(-c4cccc(F)c4)c(=O)n3C[C@@H]2[C@@H](CO)[C@@H]1C(=O)N1CCCCC1	8[25 µM]
O=C(COc1ccc2c(c1)OCO2)Nc1nnc(Cc2ccccc2)s1	12
O=C(C[C@H]1CC[C@H]2[C@@H](COC[C@H](O)CN2C(=O)c2ccccc2F)O1)NCc1ccc(Cl)c(Cl)c1	11[25 µM]
CN1C(=O)c2cc(NC(=O)c3cnccn3)ccc2OC[C@H]2O[C@@H](CC(=O)N[C@@H]3CCN(Cc4ccccc4)C3)CC[C@H]21	-8[25 µM]
COc1ccc(NC(=O)C2(C)CCCN(C(C)C)C2)cc1F (stereo not drawn)	8
CCC(=O)N[C@@H]1C=C[C@H](CC(=O)NCCN2CCCCC2)O[C@@H]1CO	3
OC1CCN(CC(O)C(F)(F)F)CC1 (stereo not drawn)	8
COc1cccc(OC)c1C(=O)OCC(=O)Nc1cccnc1Cl	7
COc1ccc(C(=O)ON=C2c3ccccc3-c3ccccc32)cc1OC	4
CC(=O)c1c(C)[nH]c(C(=O)OCC(=O)NNC(=O)c2ccc([N+](=O)[O-])cc2)c1C	7
O=C1NCc2c1c1c3ccccc3[nH]c1c1[nH]c3ccccc3c21	1[25 µM]
O=C(Nc1cc(F)ccc1F)N[C@H]1CC[C@@H](CC(=O)N2CCc3ccccc3C2)O[C@@H]1CO	-3[25 µM]
Cc1cnc2c(N)cc(C)c(C)c2c1	90*
CC(=O)c1cc2c(cc1NC(=O)C1CCC1)OCO2	7
CN(CCC#N)C(=O)c1cc2c(Cl)nc3ccccc3c2s1	-12
O=C(c1ccc(C#CC2(O)CCCCC2)cc1)N1CCN(Cc2ccccc2)CC1	15
CCOC(=O)C1(CCOC)CCN(Cc2nc(-c3cccs3)oc2C)CC1	4
CNC[C@H]1OCCCC[C@H](C)Oc2ccc(N)cc2C(=O)N([C@@H](C)CO)C[C@@H]1C	-5[25 µM]
CCC(=O)c1ccc(O)c(CC=C(C)C)c1	7
CN1C(=O)c2cc(NC(=O)Nc3ccccc3F)ccc2OC[C@H]2O[C@@H](CC(=O)NCCc3ccncc3)CC[C@H]21	-11[25 µM]
CC(Sc1nnc2ccccn12)C(=O)NCc1ccc2c(c1)OCO2 (stereo not drawn)	0
CO[C@@H]1CN(C)C(=O)c2ccc(NC(=O)c3ccc(-c4ccccc4)cc3)cc2OC[C@H](C)NC[C@@H]1C	30
COc1ccccc1CNC(=O)COC(=O)C1CCN(S(=O)(=O)c2ccccc2)CC1	0
OCCC1CN(Cc2cccc(O)c2)CCN1CCc1ccccc1 (stereo not drawn)	0
O=C(CSc1nc(-c2ccccc2)cs1)NC(=O)NCc1ccco1	-12
Cc1noc(C)c1S(=O)(=O)Nc1ccc2c(c1)C(=O)N([C@H](C)CO)C[C@@H](C)[C@H](CN(C)Cc1ccc(C(F)(F)F)cc1)O2	-12
COc1ccccc1C(=O)N1C[C@@H]2[C@H](c3ccccc31)[C@H](CO)N2C(=O)C1CC1	3
O=C(C[C@H]1C=C[C@H](NC(=O)Nc2cccc(F)c2)[C@@H](CO)O1)NCC1CCCCC1	2[25 µM]
COc1ccc(CC(=O)Nc2cc(S(C)(=O)=O)ccc2Cl)cc1S(=O)(=O)N1CCOCC1	-1
O=C(NCCN1CCNC1=O)c1ccc2sc([C@@H]3O[C@H](CO)[C@H](O)[C@H](O)[C@H]3O)nc2c1	1
C[C@H](CO)N1C[C@H](C)[C@H](CN(C)Cc2ccc(Oc3ccccc3)cc2)OCc2ccccc2-c2c(n(C)c3ccccc23)C1=O	-9[25 µM]
COc1ccc(-n2nc(C)c3c(=O)c4c([nH]c32)CCCC4)cc1	5
Nc1c(C(=O)N2CCCCC2)sc2nc3c(cc12)CCCC3	-54
CC(=O)Nc1ccc2c(c1)N(S(=O)(=O)c1cccs1)CCC2	6
C#CCOC(=O)Nc1cnccc1C(F)(F)F	5
C[C@H]1CN([C@@H](C)CO)C(=O)c2cccc(NC(=O)Nc3ccc(F)cc3)c2O[C@@H]1CN(C)CC1CCCCC1	7[25 µM]
CCCn1cnc2sc(CC)cc2c1=O	-17
C=CCOC(=O)C(C(=O)Cc1ccccc1)c1ccccc1 (stereo not drawn)	3
COc1cc(CN2CCCC(C(=O)c3ccc4c5c(cccc35)CC4)C2)cc(OC)c1O (stereo not drawn)	15
Additional structures
SMILES	BL2 CD40 inh
COc1cccc(-c2cccc(-c3nc(C(=O)NCC(F)(F)F)cc4c3[C@H](CCO)N([S@@](=O)C(C)(C)C)C4)c2)c1	-4
COCC(=O)OCC(=O)Nc1cc([N+](=O)[O-])ccc1Cl	5
CN1CCN(C(=O)c2cccc(S(=O)(=O)N3CCCC3)c2)CC1	17
COCC1CCCN(C(=O)c2cc(COc3ccc(C(C)=O)cc3)on2)C1 (stereo not drawn)	-86
COc1ccc(S(=O)(=O)N(C)C[C@@H]2OCCCC[C@H](C)Oc3ccc(NC(=O)Cc4ccccc4)cc3C(=O)N([C@H](C)CO)C[C@@H]2C)cc1	21[25 µM]
COc1ccc(-c2cc(C(F)F)n3ncc(C(=O)Nc4ccc(C(=O)N5CCOCC5)cc4)c3n2)cc1	14
Cc1ccc(S(=O)(=O)c2ccc(-n3nc(C)cc3N)cc2)cc1	12
CC(=O)c1ccc(OCCCC(=O)N2CCN(S(=O)(=O)c3cc(C)ccc3C)CC2)cc1	11
Cc1ccc(S(=O)(=O)NCCC(=O)OCC(=O)N2CCCC2=O)cc1	-1
COc1ccc(S(=O)(=O)N2CCOCC2)cc1NC(=O)COC(=O)c1ccc([N+](=O)[O-])s1	-12
COc1ccc(C(=O)Nc2ccc(S(=O)(=O)NCc3ccco3)cc2)cc1OC	-23
O=C(NCCC1=CCCCC1)C1CC(=O)N(Cc2ccccc2)C1 (stereo not drawn)	13

Sorted by molar mass (rising): 14 of the compounds above.
SMILES	BL2 CD40 inh
CCCNC(=O)N1[C@H](C#N)[C@@H](c2ccccc2)[C@H]1CO	5
C=CCOC(=O)C(C(=O)Cc1ccccc1)c1ccccc1 (stereo not drawn)	3
O=C1NCc2c1c1c3ccccc3[nH]c1c1[nH]c3ccccc3c21	1[25 µM]
CCn1c(=O)c2c(nc3n2CCCN3c2cccc(C)c2)n(C)c1=O	6
COc1ccc(C(=O)ON=C2c3ccccc3-c3ccccc32)cc1OC	4
O=C(c1ccc(C#CC2(O)CCCCC2)cc1)N1CCN(Cc2ccccc2)CC1	15
COc1ccc(C(=O)Nc2ccc(S(=O)(=O)NCc3ccco3)cc2)cc1OC	-23
O=C(CCn1c(=O)oc2ccccc21)N1CCN(C(c2ccccc2)c2ccccc2)CC1	11
O=C(Nc1cc(F)ccc1F)N[C@H]1CC[C@@H](CC(=O)N2CCc3ccccc3C2)O[C@@H]1CO	-3[25 µM]
Cn1c(=O)[nH]c(=O)c2c1nc(CN(Cc1ccccc1)Cc1ccccc1)n2CCN1CCOCC1	17
O=C(C[C@H]1C[C@@H]2c3cc(NS(=O)(=O)c4ccccc4)ccc3O[C@@H]2[C@H](CO)O1)NC1CCCCC1	5
Cc1noc(C)c1S(=O)(=O)Nc1ccc2c(c1)C(=O)N([C@H](C)CO)C[C@@H](C)[C@H](CN(C)Cc1ccc(C(F)(F)F)cc1)O2	-12
C[C@@H]1CCCCO[C@@H](CN(C)C(=O)c2ccncc2)[C@H](C)CN([C@@H](C)CO)C(=O)c2cc(NC(=O)CCC(F)(F)F)ccc2O1	-11[25 µM]
COc1ccc(S(=O)(=O)N(C)C[C@@H]2OCCCC[C@H](C)Oc3ccc(NC(=O)Cc4ccccc4)cc3C(=O)N([C@H](C)CO)C[C@@H]2C)cc1	21[25 µM]

Other results
SMILES	BL2 CD40 inh
CN1C(=O)c2cc(NC(=O)Nc3ccccc3F)ccc2OC[C@@H]2O[C@@H](CC(=O)NCCc3ccncc3)CC[C@H]21	-9[25 µM]
Cc1ccc(S(=O)(=O)N2[C@@H]3CNC[C@H]2C3c2ccc(-c3ccc(C(=O)N(C)C)cc3)cc2)cc1 (stereo partly drawn)	-5
COc1cc(OC)cc(C(=O)NCC(=O)OC2CCCCC2=O)c1 (stereo not drawn)	8
O=c1cc(-c2ccc(O)cc2)oc2ccc3ccccc3c12	102*
COc1ccccc1C(=O)NCCC(=O)N(C)Cc1ccc(C)o1	3
O=C1N[C@@H](c2ccccc2)COCc2cn(nn2)CC[C@H]1Cc1ccc(C(F)(F)F)cc1	7[25 µM]
O=C(O)CCNC(=O)c1ccccc1	4
COc1ccc(NC(=O)n2ncc3c(C)cccc32)cc1OC	-30
CCc1cccc(NS(=O)(=O)c2ccc3c(c2)NC(=O)CC(=O)N3)c1	12
CSc1nc(C)cc(SCCO)n1	6
Cc1c(CNCCc2ccc(Cl)cc2)c(C(=O)O)c(C)n1Cc1ccccc1	-3
Cc1ccc2c(CC(=O)N3CCN(S(=O)(=O)c4ccccc4)CC3)coc2c1	10
COc1ccc(OC)c(NC(=O)C2CC2c2ccccc2)c1 (stereo not drawn)	1
O=C(Nc1cc(F)ccc1F)N[C@H]1CC[C@@H](CCn2cc(C3CCCC3)nn2)O[C@H]1CO	21
COc1ccc2nc(SCC(=O)Nc3ccc4c(c3)OCCO4)[nH]c2c1	40
CCOc1ccc(S(=O)(=O)NCCC(=O)Nc2ccncc2)cc1	15
CC(=O)Nc1ccc(OCC(O)CN2CCN(Cc3ccccc3)CC2)cc1 (stereo not drawn)	6
CC(=O)c1cccc(NC(=O)NCCS(C)=O)c1 (stereo not drawn)	7
CNC(=S)Nc1sc2c(c1C(=O)OC)CCC2	-2
O=C(c1ccco1)N1CCN(C2c3ccccc3-c3ccccc32)CC1	-5
COc1ccc(C(=O)Nc2ncc3c(n2)CC(C)CC3=O)cc1 (stereo not drawn)	-28
COc1ccc(-c2ccc(C3[C@@H]4CN(S(=O)(=O)c5cccc(C)c5)C[C@H]3N4)cc2)cc1 (stereo partly drawn)	16&12[25 µM]
CN1C(=O)c2cc(NC(=O)c3cccc(F)c3)ccc2OC[C@@H]2O[C@H](CC(=O)NCC3CC3)CC[C@@H]21	16
O=C1NC(=O)C2(CCC(C(=O)O)C2)N1 (stereo not drawn)	12
Nc1nnc(CC(=O)N/N=C/c2ccccc2OCc2ccccc2F)s1	4
O=C(NCC1CCCO1)c1cc(S(=O)(=O)N2CCOCC2)ccc1Cl (stereo not drawn)	4
CC(NC(=O)CN1C(=O)NC2(CCCCCC2)C1=O)c1ccccc1Cl (stereo not drawn)	8
Cc1cc(C(=O)COC(=O)c2ccc([N+](=O)[O-])o2)c(C)n1CC1CCCO1 (stereo not drawn)	-5
COc1ccc(OC)c(CCNC(=O)Cc2ccc(NC(=O)C3=C(C)OCCS3)cc2)c1	-21
COC(=O)CCN1CCC(C(N)=O)CC1	6
O=C(c1ccc(CN2CCOCC2)cc1)N1CCN(Cc2ccccc2)CC1	-4
C[C@H](NC(=O)C[C@@H]1CC[C@H]2[C@@H](COc3ccc(NC(=O)C4CCOCC4)cc3C(=O)N2C)O1)c1ccccc1	-5[25 µM]
COC(=O)CN(C#N)c1nc(N(C)C)nc(N(C)C)n1	3
COc1cc(C#N)ccc1OCC(=O)Nc1cccc(S(=O)(=O)N(C)c2ccccc2)c1	9
CCC(CC)NC(=O)CCCSc1nc2ccccc2[nH]1	0
O=C(C1CC1)N1C[C@H]2[C@@H](c3ccccc31)[C@@H](CO)N2C(=O)c1ccccc1F	4
CN(CC(=O)Nc1cc(Cl)ccc1-n1cncn1)Cc1ccccc1N1CCOCC1	10
O=C(COC(=O)C12CC3CC(CC(O)(C3)C1)C2)Nc1ccc(OC(F)F)cc1	-63
C[C@H](CO)N1C[C@H](C)[C@H](CN(C)CC2CCCCC2)OCc2cn(nn2)CCCC1=O	-6[25 µM]
COc1ccc(NC(=O)c2cn(CCC#N)nc2-c2cccs2)cc1	5
CC(=O)Nc1ccc(S(=O)(=O)N(C)CC(=O)Nc2ccc(Br)cc2F)cc1	11
CC(OC(=O)/C=C/c1ccccc1)C(=O)Nc1ccc2c(c1)OCCO2 (stereo not drawn)	-7
CC(C(=O)Nc1nc(-c2ccc(F)cc2)cs1)N1C(=O)C2CC=CCC2C1=O (stereo not drawn)	-2
